# FLuc act counter: firefly luciferase counter-screen for stimulation assays | 200,000 tested, under 10 active | ATPlite luciferase biochemical, luminescence, 10 min; 0 = ATP-free wells, 1 = DMSO control | P08659 | activation factor at 10 µM;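 active = luciferase activation factor, scaled between plate controls, of at least 2 with compound at 10 µM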
# Target sequence (P08659 whole entry, looked up): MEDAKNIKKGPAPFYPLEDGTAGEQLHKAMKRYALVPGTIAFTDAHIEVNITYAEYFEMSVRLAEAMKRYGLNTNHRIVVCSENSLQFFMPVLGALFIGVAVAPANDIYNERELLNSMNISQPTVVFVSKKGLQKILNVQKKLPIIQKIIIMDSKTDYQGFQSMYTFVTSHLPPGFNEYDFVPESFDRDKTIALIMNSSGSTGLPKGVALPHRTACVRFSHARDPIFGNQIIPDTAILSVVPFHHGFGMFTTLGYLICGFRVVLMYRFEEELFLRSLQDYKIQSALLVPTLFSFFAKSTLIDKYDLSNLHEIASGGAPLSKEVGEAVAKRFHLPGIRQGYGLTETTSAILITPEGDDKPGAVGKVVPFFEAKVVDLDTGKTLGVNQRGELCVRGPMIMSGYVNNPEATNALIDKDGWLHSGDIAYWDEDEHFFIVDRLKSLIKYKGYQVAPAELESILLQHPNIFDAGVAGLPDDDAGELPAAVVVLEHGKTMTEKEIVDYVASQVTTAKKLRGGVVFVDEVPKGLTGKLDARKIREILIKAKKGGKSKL
#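 System: cell-free luciferase reagent; medium: PBS as buffer for the ATP substrate; doses: test compounds dosed from 2 mM stocks in 100% DMSO; incubation: 10 min, room temperature; measured by: luminescence from luciferase reaction; read-out: luciferase activation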
# FLuc inh counter: counter-screen for luciferase assay inhibitors: firefly luciferase inhibition. P08659. ATPLite firefly luciferase biochemical luminescence, 10 min. hit rate 1.5% among 200,000. inhibition, % at 10 µM;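 active = inhibition above about 50% when tested at 10 µM, limit read from the data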
# bIAP act: intestinal alkaline phosphatase (bovine) activation; purified bovine IAP, CDP-star luminescence, 30 min; active compounds read high; fold of DMSO-control signal, blank-subtracted; hit rate 0.17% among 200,000; activation factor at 20 µM; AID 1016;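 active = activation factor of 2 or more at 20 µM, a signal rise over negative controls twice the positive control's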
# TNAP act hi DEA: activators of human TNAP at high phosphate acceptor concentration | AID 1136 | 200,000 tested, under 10 active | activation factor at 20 µM | P05186 | purified TNAP, CDP-star luminescence, 1 M DEA, 30 min; active compounds read high; 0 = EDTA background, 1 = DMSO-only activity;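 active = activation factor at least 2 at 20 µM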
# Target sequence (P05186 whole entry, looked up): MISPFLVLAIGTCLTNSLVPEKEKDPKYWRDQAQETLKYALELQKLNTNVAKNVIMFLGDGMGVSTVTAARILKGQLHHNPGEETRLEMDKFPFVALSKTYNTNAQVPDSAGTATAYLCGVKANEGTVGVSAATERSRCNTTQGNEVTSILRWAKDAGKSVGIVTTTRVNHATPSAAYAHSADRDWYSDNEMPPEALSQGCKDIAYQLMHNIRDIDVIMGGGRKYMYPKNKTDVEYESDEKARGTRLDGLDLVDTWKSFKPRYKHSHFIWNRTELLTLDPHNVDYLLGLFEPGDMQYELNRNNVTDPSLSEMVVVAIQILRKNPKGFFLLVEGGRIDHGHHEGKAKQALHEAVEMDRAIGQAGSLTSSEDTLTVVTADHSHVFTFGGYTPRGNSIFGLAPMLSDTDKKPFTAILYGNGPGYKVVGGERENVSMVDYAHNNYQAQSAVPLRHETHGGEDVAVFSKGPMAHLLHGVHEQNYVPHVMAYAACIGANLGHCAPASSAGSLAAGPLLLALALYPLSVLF
#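 Test system – human TNAP · Doses – 20 µM single point · Incubation – 30 min, room temperature · Signal – luminescent substrate turnover signal · Read-out basis – activation factor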
# NF-kB neuron act: NF-kB expression increase, human neuronal cells | NF-kB reporter expression; active compounds read high | fold change at 12.5 µM | hit rate 1.6% among 190,000 | AID 1239; in the data active = fold change above about 3.3
# TNAP inh noacc: TNAP (human) inhibition, acceptor-free conditions | hit rate 0.26% among 200,000 | AID 1012 | P05186 | inhibition, % at 20 µM | purified TNAP, CDP-star luminescence, 30 min;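 active = tissue-nonspecific alkaline phosphatase inhibition above about 50% at 20 µM in the single-dose screen, limit read from the data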;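 also: 0% = DMSO negative control and 100% = EDTA positive control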
# PMI act hi M6P: increases human PMI activity with near-saturating mannose 6-phosphate; coupled PMI enzyme assay, resazurin fluorescence, 20 min; active compounds read high; 1 = untreated enzyme, 0 = substrate-free blank; activation factor at 20 µM; hit rate 0.34% among 190,000; AID 1216;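 active = activation factor of 2 or more at 20 µM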
#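 Material: human phosphomannose isomerase with PGI, G6PDH, diaphorase coupling enzymes. Quantity: 15 ng/mL PMI. Medium: HEPES pH 7.4 buffer with MgCl2 and Tween-20. Reagent: Near-saturating mannose-6-phosphate, 1.0 mM. Compound: 20 µM single dose. Times: enzyme reaction with compound 20 min at room temperature. Detection: resorufin fluorescence at Ex 544/Em 590 nm.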
# TNAP inh hi DEA: blocks human TNAP under high phosphate acceptor concentration; inhibition, % at 20 µM; AID 1135; purified TNAP, CDP-star luminescence, 1 M DEA; hit rate 0.03% among 200,000;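 active = over 50% inhibition of tissue-nonspecific alkaline phosphatase at 20 µM in the single-dose screen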;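 also: plate controls were DMSO wells for no effect and EDTA-quenched wells as full inhibition for full effect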
# APP 5'UTR act: APP 5'UTR luciferase reporter activation; SH-SY5Y APP 5'UTR luciferase reporter, luminescence; zero percent = DMSO vehicle wells; activation, % at 2 µM; hit rate 1% among 190,000; AID 1276;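 active = activation above a set limit, based on mean plus 3 SD of controls, cut at about 140% in these data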; also: values of inactives mirror those of a sister screen read the other way
# PMI activator: increases human mannose-6-phosphate isomerase activity. P34949. activation factor at 20 µM. hit rate 0.005% among 190,000. AID 1214. purified human PMI, coupled resazurin fluorescence, 20 min; active compounds read high; 1 = vehicle control, 0 substrate-free wells;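 active = activation factor of 2 or more at 20 µM, relative to plate controls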
# Numbers without * were called inactive.
SMILES,FLuc act counter,FLuc inh counter,bIAP act,TNAP act hi DEA,NF-kB neuron act,TNAP inh noacc,PMI act hi M6P,TNAP inh hi DEA,APP 5'UTR act,PMI activator
CCN(CC)C(=O)CSc1ncnc2c1nnn2-c1ccc(F)cc1,0.9,14,1,1.1,1.6,-12,1.1,-7,-7,1.1
CCc1ccc(OCC(=O)N(C)C)c(Br)c1,1,-4,0.9,1.1,1.1,-14,0.9,-6,22,0.9
CS(=O)(=O)c1ccc(Cl)c(NC(=O)c2cccc(Br)c2)c1,1.1,-7,1,1,1.1,-2,0.9,0,6,0.9
Cc1cc(C)n(S(=O)(=O)c2cc(Cl)ccc2Cl)n1,1,-4,0.8,1,0.91,-8,1,-3,16,1
C/C(Cn1cnc([N+](=O)[O-])n1)=N\NC(=O)c1ccc(Br)cc1,1,-4,1.1,1,1,1,1,-1,-3,1
Cc1noc(/C=C/N(C)C)c1S(=O)(=O)N1CCCC(C(=O)NC(C)c2ccccc2)C1 (stereo not given),1,2,1.1,1,0.86,-2,0.9,-1,11,0.9
COC(=O)Cc1[nH]nc2c1C1(C(=O)N(Cc3ccc(Cl)cc3)c3ccccc31)C(C#N)=C(N)O2 (stereo not given),1.1,-6,1.1,1,0.88,-14,0.9,-5,5,1
CCOC(=O)/C(=N\Nc1ccccc1Cl)N(C)C1CCS(=O)(=O)C1 (stereo not given),1,-4,1.1,1,0.99,-9,1.1,-4,-3,1.1
CCCN1CNC(=S)N(c2ccccc2OCC)C1,1,2,0.9,0.9,1,-4,1.3,8,-1,1.1
COc1cc(/C=N/Nc2nc(C)cc(C)n2)ccc1OC(=O)c1ccco1,1,-4,0.8,1,0.82,-14,0.7,2,3,0.9
CCC(C)(C)n1nnnc1C(c1ccc(Cl)cc1)N1CCN(C)CC1 (stereo not given),1,-4,1.1,1,1.1,-11,1.1,-2,-14,1
Cc1nn(-c2cc(N3CCCCC3)ccc2N)c(=O)c2ccccc12,1,-1,1,1,1.2,0,0.7,-3,6,0.7
CCc1c(C)nc2[nH]nc(-c3ccccc3)n2c1=O,0.8,17,1,1,1.3,30,1,-5,28,1.1
CCOc1ccccc1N(C(=O)c1ccco1)C(C(=O)NC1CCCC1)c1cccnc1 (stereo not given),1.1,-13,1,1.1,1,-8,1,-6,-3,0.9
Cc1nc([N+](=O)[O-])cn1Cc1cccc([N+](=O)[O-])c1,1.1,-7,0.9,1,0.95,-9,1.1,-5,-23,1
COc1ccc2c(c1)C1CC(C)(NC(=O)C1S(=O)(=O)c1ccc(F)cc1)O2 (stereo not given),1.1,-7,1.2,1,0.9,-6,0.9,-4,6,0.9
Oc1ccc2ccccc2c1/C=N/Nc1ccccc1,1,-3,0.9,1,1.4,-6,1.4,-2,16,1.3
Cc1ccc(C(C)C)cc1OCCCCN1CCCC1,1,-2,1.1,1.1,1,-8,1.1,-7,9,1.2
CCCOc1ccc(/C=C/C(=O)Nc2ccc([N+](=O)[O-])cc2C)cc1OC,1.1,-5,0.9,1,1.1,-5,0.9,2,5,0.8
COc1ccc(C/C(N)=N/OC(=O)C(c2ccccc2)c2ccccc2)cc1OC,1,0,1,1,0.75,-4,0.9,-2,11,0.9
Cc1nn(Cc2ccc(F)cc2)c(C)c1NC(=O)c1cccnc1Cl,1.1,-6,1.1,1.1,1.2,-9,0.9,-7,10,0.9
COC(=O)c1ccccc1NC(=O)CN1CCC(C(=O)c2ccc3c(c2)OCCO3)CC1,1,2,1,1,0.77,-6,0.9,-3,-3,0.9
C/C(=C/C#N)Nc1ccc(C)cc1,1,-1,0.9,1,1.1,-4,0.9,-2,4,0.9
O=C(O/N=C(\c1ccccc1)c1ccccn1)c1cccc2ccccc12,1,0,1,1,1.3,-1,0.8,-1,7,0.7
Cc1nn(-c2ccccc2)c2sc(-c3nnc(SCC(=O)O)o3)cc12,1,-3,1,1.1,1,-9,1,-7,7,1
CCCC(=O)Nc1ccc(Cl)c(NC(=S)NC(=O)c2ccco2)c1,1.1,-8,0.9,1,1.2,-10,0.9,1,-8,0.9
CC(=O)N1CCN(CC(=O)Nc2ccccc2Sc2ccccc2)CC1,1.1,-7,0.8,1,1.1,-2,0.9,-2,-16,0.9
CC(=O)Nc1ccc(C(=O)NCCc2ccccc2)cc1,1,2,1.1,1,1,-6,0.9,3,28,0.8
COc1ccc(-c2n[nH]c(C)c2-c2cnn(-c3ccccc3)c2)c(O)c1C,1.1,-6,0.9,1.1,1.1,-17,0.9,-6,-9,1
COc1ccc(-c2csc(-c3ccc(C(=O)O)cc3)n2)cc1,1,4,1.1,1,7.6*,-9,1,-5,129,1.1
CC1CCCCN1C(=O)COC(=O)/C=C/c1ccc2ccccc2n1 (stereo not given),0.9,10,1,1,1.7,0,1,2,14,1
O=C(c1ccc(Br)o1)N1CCN(c2ccccc2F)CC1,1,-1,0.9,1,1.2,-6,1,3,19,0.9
COc1ccc(/C=N/NS(=O)(=O)c2ccc(C)cc2)cc1OC(=O)c1ccccc1,1,-4,1,1,1,-6,0.9,-2,9,0.8
Cc1cccc(/C=N/c2sc3c(c2C(=O)OC(C)(C)C)CCN(C)C3)c1O,1,-2,0.8,1,1.7,4,0.9,4,26,0.8
CCOc1ccc(N(CC(=O)N/N=C/c2cccnc2)S(C)(=O)=O)cc1,1,-4,1.1,1,1,-10,1,-3,-9,1
Cc1cccnc1NC(=O)c1ccccc1NC(=O)C(C)(C)C,1,-3,1,1,1.2,-1,1.1,2,5,1.1
CCOC(=O)CC(NC(=O)CCc1c(C)nc2nc(C)nn2c1C)c1ccc(C)cc1 (stereo not given),1,-4,1.1,1,1,9,0.9,-3,0,1
COC(=O)Cc1ccc(N(Cc2ccccc2F)S(=O)(=O)c2ccc(C)cc2)cc1,1,-3,1,1,1.1,-11,1,-3,-20,1
CCc1c(C)nc2ncnn2c1N1CCCC(C(=O)NCc2ccc3c(c2)OCO3)C1 (stereo not given),1.1,-6,0.9,1.1,1.1,-19,1,-6,-2,1
CC(C)[C@H](NC(=O)c1ccccc1)C(=O)OCC(=O)N1CCCc2ccccc21,1,-4,0.7,1.1,0.89,-9,1,-9,-27,1
COc1ccc(/C=C/C(=O)N(c2ccccn2)C2CCCCC2)cc1OC,1,-4,1,1,1.2,-3,0.9,1,-6,0.9
O=C(/C=C/c1ccco1)Nc1sc2c(c1C(=O)O)CCC2,0.6,43,0.9,1,1.6,-6,0.9,1,14,0.9
CCOc1ccc(S(=O)(=O)Nc2ccccc2C(=O)N2CCCC2)cc1,1,-1,1.1,1.1,0.97,-9,1,-6,11,1
CCOC(=O)N1CCN(C(=O)c2cccn3c(=O)c4cc(Br)ccc4nc23)CC1,1,-5,1.1,1,1.1,-10,1.1,-4,-11,1
CN(C)/C=N/c1nc2nccc(-c3cccnc3)n2n1,1,0,1.1,1,0.99,0,0.9,2,3,1
COc1ccc(-c2c3c(=O)n(C)c(=O)n(C)c3cn2NC(C)=O)cc1,1.2,-20,1,1.1,0.96,-6,2*,-5,-5,1.5
Nc1nnc(SCc2ccccc2Cl)s1,1,-3,0.9,1.1,0.8,-4,1,-5,14,1
Cc1cccc(OCC(=O)O/N=C(\N)Cc2ccc(Cl)cc2)c1,1.1,-10,0.9,1,1.1,-11,0.8,-5,7,0.8
O=C(CN1CCCc2ccccc21)NC(=O)NC1CCCCC1,1,1,1.1,1,1,3,1,-4,14,1.1
COc1cccc(C(=O)Nc2ccccc2F)c1,0.9,11,1.1,1,1.9,-2,1,0,19,0.9
COc1cc(C(=O)NC(=S)N2CCCCCC2)cc(OC)c1OC,1,-2,1,1,1.3,-5,0.9,2,-4,1
COC(=O)c1ccccc1NC(=O)C1CC=CCC1C(=O)O (stereo not given),1.1,-10,1,1,1.3,-13,1,-4,4,0.9
COc1ccc(-n2c(CCc3ccccc3)nnc2SCC(=O)NCc2ccccc2)cc1,1,0,1.2,1.1,0.66,-5,1.1,-6,-5,1
Cn1c(=O)c2cn(Cc3ccc(Cl)cc3)cc2n(C)c1=O,1,-5,0.9,1,1.2,-8,0.9,-1,-14,0.9
CC(C)(C)NS(=O)(=O)c1ccc(NC(=O)C(Sc2ccccc2)c2ccccc2)cc1 (stereo not given),1,-3,1,1.1,0.59,-20,0.8,-11,9,0.8
COc1ccc(Nc2nc(C)nc3sc4c(c23)CCC4)cc1O,1,-3,1,1,1.1,36,0.7,0,-7,0.9
CCOC(=O)N1CCC(=NNC(=O)c2cc3ccccc3cc2O)CC1,1,4,1,1,1.4,-22,0.7,1,-12,0.6
CCOC(=O)CNC(=O)c1ccc(OCC(F)(F)F)cc1,0.6,43,1.2,1,0.96,-3,1,2,5,1
CC(C)CCN(C(=O)Nc1ccccc1)C(C)c1cccs1 (stereo not given),1,0,0.8,1.1,1.5,-10,1,-10,2,1
CSc1nc2ccc(NC(=O)c3ccc(=O)n(C)n3)cc2s1,0.8,18,1.1,1,1.3,-6,1,-2,32,1

# Further structures follow:
SMILES,FLuc act counter,FLuc inh counter,bIAP act,TNAP act hi DEA,NF-kB neuron act,TNAP inh noacc,PMI act hi M6P,TNAP inh hi DEA,APP 5'UTR act,PMI activator
O=C(Nc1nc2ccc3ccccc3c2s1)c1ccc(N2CCCCC2)c([N+](=O)[O-])c1,1.1,-6,0.9,1,1,-6,0.8,3,-12,0.8
O=C(NCc1ccco1)c1cnc2ccccn2c1=O,1,-5,0.9,1,0.97,-8,0.9,-1,-2,0.9
CCN1CCN(C(=O)c2cc3cc4cc(OC)ccc4nc3s2)CC1,1,3,1.1,1,1.4,-11,0.9,-4,10,0.9
Cc1nc([N+](=O)[O-])c(Br)n1CC(=O)c1ccccc1,1,-5,0.9,1,1.2,-8,1,-1,21,1
Cc1cnc(NC(=O)CSc2ncn(-c3ccccc3)n2)s1,1,-4,1,1,0.98,-6,1,-4,7,0.9
O=C(Nc1ccccc1Cl)C1(c2ccccc2)CC1(Cl)Cl (stereo not given),1.1,-6,1,1.1,1.2,-9,1,-7,-18,0.9

# Grouped by structure, the compounds so far containing two or more sulfur atoms
SMILES,FLuc act counter,FLuc inh counter,bIAP act,TNAP act hi DEA,NF-kB neuron act,TNAP inh noacc,PMI act hi M6P,TNAP inh hi DEA,APP 5'UTR act,PMI activator
Cc1nn(-c2ccccc2)c2sc(-c3nnc(SCC(=O)O)o3)cc12,1,-3,1,1.1,1,-9,1,-7,7,1
Nc1nnc(SCc2ccccc2Cl)s1,1,-3,0.9,1.1,0.8,-4,1,-5,14,1
CC(C)(C)NS(=O)(=O)c1ccc(NC(=O)C(Sc2ccccc2)c2ccccc2)cc1 (stereo not given),1,-3,1,1.1,0.59,-20,0.8,-11,9,0.8
CSc1nc2ccc(NC(=O)c3ccc(=O)n(C)n3)cc2s1,0.8,18,1.1,1,1.3,-6,1,-2,32,1
Cc1cnc(NC(=O)CSc2ncn(-c3ccccc3)n2)s1,1,-4,1,1,0.98,-6,1,-4,7,0.9

# Limited to NF-kB neuron act (2 entries from above):
mol	NF-kB neuron act
CCCN1CNC(=S)N(c2ccccc2OCC)C1	1
COc1cc(/C=N/Nc2nc(C)cc(C)n2)ccc1OC(=O)c1ccco1	0.82
